# Rab9 promoter act: Rab9 promoter activation | Huh7 Rab9 promoter-luciferase reporter, luminescence, 24 h | Potency, µM (highest dose often 9.22 µM), inactives show at the top dose activation, negative = inhibition, actives largely listed as activators | 320,000 tested, 2.8% active | AID 485297; note: potency is the fitted concentration of half-maximal effect; % of control where 0% means no effect; nearly all actives have a fitted effect of over 60% in size
#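 Huh7 cells stably carrying Rab9 promoter–luciferase reporter, plated 1500 cells/well, compound added after 2 h and incubated 24 h at 37 °C; luciferase luminescence then read after 10 min with detection reagent.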
# PKM2 act: activators of human pyruvate kinase M2. P14618. purified PKM2, Kinase-Glo ATP luminescence, activation; response scale: 0% is enzyme alone, no compound. Potency, µM (doses to about 57.5 µM), for the others: at the top dose activation, most hits filed as activators. 260,000 tested, 0.34% active; note: potency is the fitted concentration of half-maximal effect; % is set by controls: 0 for no effect and ±100 for the full control effect; nearly all actives have a fitted effect of over 55% in size
#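 Purified hPK-M2 (>95% pure) converted ADP (0.1 mM final) to ATP with 0.5 mM PEP in 50 mM imidazole pH7.2, KCl, MgCl2, Tween 20, BSA; 1 h at room temperature. ATP detected by Kinase-Glo luminescence.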
# FLuc counter: firefly luciferase modulation, counter-screen for miR-21 project; 360,000 tested, 6.9% active; AID 588342; Potency, µM (highest dose often 57.5 µM), without a hit: at the highest dose activity change, negative = inhibition, most hits filed as inhibitors; purified FLuc, Km substrates, luminescence inhibition;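 note: potency is the fitted concentration of half-maximal effect; plate controls were vehicle for no effect and reference inhibitor for full effect; nearly all actives have a fitted effect of over 55% in size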
#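 Purified P. pyralis luciferase, 10 nM final, with Km-level 10 uM D-luciferin and 10 uM ATP in 50 mM Tris acetate pH 7.5, 10 mM Mg acetate, 0.01% Tween-20, 0.05% BSA; 6-point qHTS titration about 60 µM downward; luminescence read.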
# KCNH2 3.1 block: inhibitors of human KCNH2 3.1 potassium channel isoform; U2OS KCNH2 3.1, thallium flux FluxOr; stronger effect = lower value; activity change, % (tested at about 1.8 µM); 340,000 tested, 0.95% active; AID 720553;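 active = maximum activity change below -70%; inconclusive = maximum activity change from -70% to -50%; inactive = maximum activity change above -50%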;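 note: thallium influx rate constant from kinetic fluorescence after stimulation buffer; % is set by controls: 0 for no effect and ±100 for the full control effect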
#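 FluxOr-based Tl+ influx in U2OS cells transduced with KCNH2 3.1 virus; rate constants normalized to DMSO controls.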
# MBNL1-CUG inh: inhibitors of human MBNL1 binding to CUG repeat RNA | Q9NR56 | TR-FRET MBNL1-His/biotin-(CUG)12 binding, 665/545 ratio | Potency, µM (series often up to 57.5 µM), for inactives: top-dose activity change, negative = inhibition, actives largely listed as inhibitors | 280,000 tested, 0.036% active | AID 2675; active = well fitted inhibition curve with a large enough effect in the signal ratio, with a control signal flat, not every such curve was filed as active; inconclusive = small, poorly fitted or top-dose-only effect, or effect the other way, or a change in a side signal; inactive = no such curve, though single readings can be large or run the other way; the % refers to the signal ratio; note: potency is the fitted concentration of half-maximal effect; % is set by controls: 0 for no effect and ±100 for the full control effect
# Target sequence (Q9NR56 whole entry, looked up): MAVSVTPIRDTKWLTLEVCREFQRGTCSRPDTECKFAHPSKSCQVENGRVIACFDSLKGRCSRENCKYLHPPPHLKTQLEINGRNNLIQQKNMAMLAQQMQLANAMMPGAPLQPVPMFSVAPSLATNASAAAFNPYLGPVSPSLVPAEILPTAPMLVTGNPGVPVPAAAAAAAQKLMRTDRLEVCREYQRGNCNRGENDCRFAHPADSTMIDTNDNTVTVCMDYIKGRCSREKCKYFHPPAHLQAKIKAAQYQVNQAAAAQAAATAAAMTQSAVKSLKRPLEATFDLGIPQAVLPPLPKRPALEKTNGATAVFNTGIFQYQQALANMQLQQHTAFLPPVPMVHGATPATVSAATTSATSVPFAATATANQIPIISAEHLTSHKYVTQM
#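 Compounds (final 92 nM to 58 uM) are added to His-tagged MBNL1 and biotin-(CUG)12, then terbium anti-His antibody and streptavidin-XL665 (5 nM final). After 60 min at room temperature, the 665/545 nm ratio is read.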
# RORg inh: blocks mouse ROR gamma transcriptional activity | P51450 | Drosophila S2 Gal4-RORgamma UAS-luciferase reporter, 20 h | Potency, µM (doses to about 53.6 µM), for the others: top-dose activity change, negative = inhibition, most hits filed as inhibitors | 310,000 tested, 5.4% active; note: potency is the fitted concentration of half-maximal effect; % is set by controls: 0 for no effect and ±100 for the full control effect; nearly all actives have a fitted effect of over 60% in size
#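 Read-out: Photinus luciferase luminescence; inhibitors lower reporter signal. Insect Schneider cells with Gal4-ROR gamma fusion under metallothionein promoter, UAS reporter; 700 uM final copper sulfate induction, 20 hr, ambient temperature.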
# Mito fusion act: mitochondrial division inhibition or fusion activation | S. cerevisiae fusion-defective mutant growth rescue, CellTiterGlo 48 h | Potency, µM (series often up to 46.1 µM), for inactives: at the top dose growth rescue (activation), most hits filed as activators | 320,000 tested, 0.23% active;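 note: potency is the fitted concentration of half-maximal effect; % of control where 0% means no effect; nearly all actives have a fitted effect of over 45% in size; temperature-sensitive fusion mutants such as fzo1-1 at 37 °C on non-fermentable ethanol glycerol medium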
#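 Luminescent cell viability in 1536-well qHTS format served as the measure of rescued growth in ts fusion-mutant S. cerevisiae cultured on non-fermentable YPEG for 48 hours at 37C.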
# Menin MLL FP TR: displaces Texas Red mutant MLL peptide from human menin. Menin + Texas Red MLL mutant peptide, fluorescence polarization. Potency, µM (doses to about 61.6 µM), for the others: at the highest dose FP activity change, negative = inhibition, actives largely listed as inhibitors. 270,000 tested, 0.23% active. AID 1768; active = well fitted inhibition curve with a large enough effect in the polarisation, with a control signal flat, not every such curve was filed as active; inconclusive = small, poorly fitted or top-dose-only effect, or effect the other way, or a change in a side signal; inactive = no such curve, though single readings can be large or run the other way; the % refers to the polarisation; note: potency is the fitted concentration of half-maximal effect; % of control where 0% means no effect; many of its hits are not listed in these tables
# Target sequence (O00255 whole entry, looked up): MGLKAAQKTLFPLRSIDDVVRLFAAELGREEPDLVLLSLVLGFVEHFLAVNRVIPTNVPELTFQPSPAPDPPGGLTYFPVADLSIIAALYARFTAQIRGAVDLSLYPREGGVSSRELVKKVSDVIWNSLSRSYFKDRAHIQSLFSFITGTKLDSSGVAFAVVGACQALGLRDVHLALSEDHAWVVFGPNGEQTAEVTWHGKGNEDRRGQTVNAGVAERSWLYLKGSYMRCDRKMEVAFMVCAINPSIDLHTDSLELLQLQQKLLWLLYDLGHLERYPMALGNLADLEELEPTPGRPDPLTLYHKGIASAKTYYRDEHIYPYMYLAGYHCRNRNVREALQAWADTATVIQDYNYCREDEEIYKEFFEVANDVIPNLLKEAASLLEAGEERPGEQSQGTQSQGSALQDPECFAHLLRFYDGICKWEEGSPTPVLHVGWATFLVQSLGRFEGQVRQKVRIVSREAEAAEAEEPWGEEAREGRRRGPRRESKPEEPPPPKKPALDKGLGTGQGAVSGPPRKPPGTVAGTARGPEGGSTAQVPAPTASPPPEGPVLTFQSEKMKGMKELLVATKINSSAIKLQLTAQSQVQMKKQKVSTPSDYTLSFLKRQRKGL
# ELG1 repair inh: inhibitors of ELG1-dependent DNA repair in HEK293T cells | 330,000 tested, 2.3% active | HEK293T ELG1-luciferase reporter, luminescence, 16 h; DNA damage induced by 5-fluorouridine | Potency, µM (series often up to 46.1 µM), without a hit: top-dose activity change, negative = inhibition, actives largely listed as inhibitors | AID 504467; note: potency is the fitted concentration of half-maximal effect; % is set by controls: 0 for no effect and ±100 for the full control effect; nearly all actives have a fitted effect of over 55% in size
#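 Overnight (16 hr) co-exposure of 2,000 cells/well to 5-fluorouridine and compound at 37 °C preceded detection. Luciferase was quantified via ONE-Glo luminescence; loss of signal denotes inhibition.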
# VP16 counter: Gal4-VP16 reporter inhibition counter-screen; Potency, µM (doses to about 53.6 µM), without a hit: at the top dose activity, negative = inhibition, most hits filed as inhibitors; AID 2546; Drosophila S2 Gal4-VP16 UAS-luciferase, luminescence, 20 h; 310,000 tested, 3.5% active;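 note: Gal4-VP16 expression switched on by copper sulfate through the metallothionein promoter; potency is the fitted concentration of half-maximal effect; % is set by controls: 0 for no effect and ±100 for the full control effect; nearly all actives have a fitted effect of over 50% in size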
# NPC1 promoter act: NPC1 promoter activation | Huh7 NPC1 promoter luciferase reporter, 24 h | AID 485313 | Potency, µM (highest dose often 9.22 µM), for the others: at the top dose activation, usual class: activators | 320,000 tested, 2.4% active;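 note: potency is the fitted concentration of half-maximal effect; % of control where 0% means no effect; nearly all actives have a fitted effect of over 60% in size; reporter is driven by a mutant NPC1 promoter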
#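 Stable NPC1-promoter luciferase Huh7 line; cpd (DMSO) 24 h, 37 °C, 5% CO2; Amplite luciferase reagent 10 min RT; luminescence readout. qHTS format.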
# Starred values were filed as active, the others as inactive; ? = inconclusive; . = not tested or not shown; & = joins results of further samples; [ ] = dose if it differs, or a comment. Unless noted, calls come from the whole dose curve; as a rule, active = well fitted curve in the direction sought with a large enough effect; inconclusive = small, poorly fitted or top-dose-only effect, or another doubt; inactive = no such curve, though single readings can be large; an effect the other way counts as inactive or inconclusive.
SMILES,Rab9 promoter act,PKM2 act,FLuc counter,KCNH2 3.1 block,MBNL1-CUG inh,RORg inh,Mito fusion act,Menin MLL FP TR,ELG1 repair inh,VP16 counter,NPC1 promoter act
COc1ccccc1N(CC(=O)NCc1ccccn1)S(C)(=O)=O,-4%,-2%,5%,-7,1%,-20%[0.365 µM],3%,-28%,-1%,.,1%
CC1Cc2cc(S(=O)(=O)N3CCCC(C(=O)N4CCCCC4)C3)ccc2N1C(=O)C1CC1 (centres undefined),1%,.,0%,-1,-2%,2%,0.32µM*,3%,6%,1%,-3%
Cc1n[nH]c(=O)c2c(NC(=O)CSc3nnc(C4CC4)n3C)oc(C)c12,-10%,.,-2%,6,.,.,-2%,.,13%,.,1%
CC[C@@]12C(=O)N(c3cccc(Cl)c3)C(=O)N1[C@H](c1ccc(Br)cc1)[C@@H]1C(=O)N(C(C)(C)C)C(=O)[C@@H]12,0%,.,-2%,5,.,.,?,.,-1%,.,-1%
COc1ccc(NC(=O)c2cccc(Oc3ccc([N+](=O)[O-])cc3Cl)c2)cc1,-4%,-3%,-12%,0,10%,35%,27%,?,-21%,?,1%
CN1CCN(NC(=O)c2ccc(COc3ccccc3Br)o2)CC1,2%,-30%,-12%,.,-4%,0%,-6%,-7%,?,-2%,5%
Cc1nnc(SCC(=O)NC(C)c2ccccc2)[nH]c1=O (centres undefined),0%,-2%,-1%,10,2%,11%,0%,11%,7%,-15%,0%
Cc1ccc(NC(=O)C2CCN(S(=O)(=O)c3cccs3)CC2)c(O)c1,-4%,0%,0%,7,2%,?,0%,?,-10%,14%,-3%
CCCOc1ccc2oc(=O)c3c(c2c1)CCCN3C(=O)CN(C)Cc1ccccc1,11%,-6%,-1%,-21,12%,-10%,3%,-12%,?,-3%,-1%
Cc1ccc2nc(NC(=O)c3ccc(NS(=O)(=O)c4cccs4)cc3)sc2c1,16%,-4%,12µM*,-4,18%,-8%,-1%,?,-2%,?,15%
COc1ccc(CCNC(=O)Cc2nn(C)c(=O)c3ccccc23)cc1OC,-5%,1%,0%,-5,-1%,37%,-1%,9%,-22%,2%,-2%
CCCc1nn(C)c(C(=O)Nc2ccc3ccccc3c2)c1Cl,?,-1%,11µM*,-2,-8%,1%,5%,-6%,?,1%,?
COc1ccccc1CC(=O)NC1CCCCCC1,1%,0%,0%,3,2%,-1%,3%,-11%,17%,15%,-4%
COc1cc(CNc2ccc(N3CCCCC3)cc2)ccc1OCC(=O)NC(C)(C)C,0%,9%,5.4µM*,8,-1%,-15%,-5%,-21%,9.2µM*,-13%,-12%
COc1ccc(COCCN2CCN(S(=O)(=O)c3ccccc3)CCC2=O)cc1,-3%,?,1%,21,-6%,-1%,-2%,.,-1%,-1%,1%
CC1=C(C#N)C(=O)NC(=O)/C1=C\c1ccc(-c2cc(C)c(C)cc2[N+](=O)[O-])o1,-2%,?,?,6,17%,-1%,2%,?,0%,8%,-1%
CCCc1cc(=O)[nH]c(SCc2cccc(C)c2)n1,5%,8%,9%,-6,-4%,-21%,15%,10%,4%,-26%,-4%
Cc1cc(C)c(S(=O)(=O)Nc2ccccc2C(=O)N2CCCC2)c(C)c1,-2%,1%,0%,-19,0%,-6%,3%,-12%,-20%,-1%,1%
O=C(Nc1cscc1S(=O)(=O)c1ccccc1)c1ccccc1Cl,-5%,5%,-3%,4,-4%,-19%,6%,.,-1%,19%,-4%
COc1ccc(N(CC(O)CN2CCOCC2)S(=O)(=O)c2ccccc2)cc1 (centres undefined),1%,.,-2%,24,0%,-5%,?,.,16%,-4%,-2%

# Just VP16 counter, FLuc counter and Rab9 promoter act, for five of the compounds above:
compound,VP16 counter,FLuc counter,Rab9 promoter act
CCCc1cc(=O)[nH]c(SCc2cccc(C)c2)n1,-26%,9%,5%
CC1=C(C#N)C(=O)NC(=O)/C1=C\c1ccc(-c2cc(C)c(C)cc2[N+](=O)[O-])o1,8%,?,-2%
COc1ccccc1CC(=O)NC1CCCCCC1,15%,0%,1%
COc1ccc(COCCN2CCN(S(=O)(=O)c3ccccc3)CCC2=O)cc1,-1%,1%,-3%
CCCc1nn(C)c(C(=O)Nc2ccc3ccccc3c2)c1Cl,1%,11µM*,?

# 3 entries from above, arranged by the number in Rab9 promoter act, lowest first.
canonical_smiles	Rab9 promoter act	PKM2 act	MBNL1-CUG inh	Menin MLL FP TR	NPC1 promoter act
COc1ccccc1N(CC(=O)NCc1ccccn1)S(C)(=O)=O	-4%	-2%	1%	-28%	1%
COc1ccccc1CC(=O)NC1CCCCCC1	1%	0%	2%	-11%	-4%
CCCc1cc(=O)[nH]c(SCc2cccc(C)c2)n1	5%	8%	-4%	10%	-4%

# The list goes on.
SMILES,Rab9 promoter act,PKM2 act,FLuc counter,KCNH2 3.1 block,MBNL1-CUG inh,RORg inh,Mito fusion act,Menin MLL FP TR,ELG1 repair inh,VP16 counter,NPC1 promoter act
COc1ccc2[nH]c(O)c(N=NC(=O)c3ccc(NS(=O)(=O)c4cccs4)cc3)c2c1,25%,.,?,6,.,.,-1%,.,?,.,13%
CCOc1cc(/C=N\NC(=O)c2c(C)nc3ccccn23)ccc1O,5%,1%,-2%,-10,14%,23%,-1%,-15%,-10%,-2%,0%
CC(=O)Nc1ccc(N2C(C(C)=O)=NN(c3ccc(Cl)cc3)C2c2sccc2C)cc1 (centres undefined),-8%,10%,0%,-2,?,?,10%,37%[activator],6%,?,-1%
Cc1ccc(S(=O)(=O)c2c[nH]c3ccc(Cl)cc3c2=O)cc1,2%,.,2%,9,35%[activator],23%,-2%,6%,1%,3%,2%
O=c1[nH]c2cc(C(F)(F)F)ccc2n1-c1cc(C(F)(F)F)ccc1O,-8%[46.1 µM],.,0%,2,.,.,-62%&0%[inhibitor],32%[activator],4%,.,-7%[46.1 µM]
CCOC(=O)C1=C(O)/C(=C\c2sccc2C)N=C1C,-5%,2%,?,-10,?,26%,-1%,-10%,-4%,0%,-3%
CN(CC(=O)Nc1ccc(F)cc1[N+](=O)[O-])Cc1ccccc1,14%,-9%,-11%,-14,?,15%,3%,-11%,0%,8%,-1%
CC(=O)O[C@@H]1[C@H](OC(=O)CC(C)C)c2c(ccc3ccc(=O)oc23)OC1(C)C,-8%,1%,-16%,0,2%,-20%,7%,-11%,4%,-10%,-2%
O=C(CCC(=O)c1cccs1)OCC(=O)c1ccc(Cl)s1,0%,-1%,?,1,14%,17%,-4%,10%,-3%,-10%,2%
N/C(=N\c1nc2ccccc2o1)NC(=O)c1cccc(Cl)c1,2%,18%,1%,1,-1%,-35%,2%,.,14%,6%,15%
Cc1ccc(/C=N/Nc2ccc(F)cc2)s1,27%,.,?,1,-2%,-2%,-34%[inhibitor],?,-5%,-6%,29%
O=C(Cc1cccs1)N1CCN=C1SCc1cccc(F)c1,-3%,9%,1%,30,-6%,?,0%,.,-1%,-5%,-5%
Cc1nn(C)cc1CN(C)C(=O)c1ccc(OC2CCN(Cc3ccccn3)CC2)cc1,-1%,.,0%,-3,2%,-9%,-6%,-14%,4%,4%,0%
COC(=O)c1cc(C(=O)c2c(C)cc3ccccn23)cc([N+](=O)[O-])c1,-1%,.,-3%,-11,?,14%,-18%,11%,-17%,22%,-20%
Cc1ccc(-n2nc(C(N)=O)nc2-c2ccccc2)cc1,6%,3%,-1%,-4,-6%,?,-2%,-22%,-3%,-4%,1%
COc1cc2c(cc1OC)C1(Nc3c-2c(C)nn3-c2ccccc2)C(=O)Nc2ccccc21 (centres undefined),11%,-3%,1%,-4,-1%,-12%,9%,16%,?,-14%,0%
O=C(O)CCSCC(=O)Nc1c(C(=O)C2CC2)oc2ccccc12,2%,5%,5%,.,16%,-31%,-2%,-15%,?,1%,0%
Cc1ccc(NS(=O)(=O)c2ccc(-c3ccc(=O)[nH]n3)o2)cc1N(C)C,4%,.,0%,23,?,0%,8%,.,?,8%,2%

# Bioassay records: PubChem BioAssay, National Center for Advancing Translational Sciences (NCATS)

# An excerpt; the hit share may differ from the screen's.
